# yeast mlh1 rad18 – NCI yeast anticancer drug screen, S. cerevisiae mlh1 rad18 strain | % growth inhibition at 50 µM | 11% of 79,000 active;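 also: 0% = growth of vehicle-only cultures of the same strain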
#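 Read-out is yeast growth inhibition, calculated against vehicle-only controls. The compound was applied to a strain engineered with DNA damage repair alterations.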
# yeast bub3 – NCI yeast anticancer drug screen, S. cerevisiae bub3 mutant strain | growth inhibition, % at 50 µM | 9.9% of 78,000 active | AID 167;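 also: 0% = growth of vehicle-only cultures of the same strain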
#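 Readout: yeast growth inhibition, expressed relative to vehicle-only wells. The test organism is a mutant strain from a panel with lesions in DNA repair or checkpoint genes.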
# rad50 – NCI yeast anticancer drug screen, S. cerevisiae rad50 strain; 10% of 79,000 active; % growth inhibition at 50 µM;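 also: 0% = growth of vehicle-only cultures of the same strain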
#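 Cells are treated with compound, grown, and their growth is then scored against vehicle-only cultures of the same repair-deficient yeast strain.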
# mec2-1 – NCI yeast anticancer drug screen, S. cerevisiae mec2-1 strain. growth inhibition, % at 50 µM. 9% of 79,000 active. AID 157;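 also: 0% = growth of vehicle-only cultures of the same strain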
#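 Test agents were screened against the mec2-1 yeast strain, with defined DNA repair or cell cycle alteration. Growth was scored as inhibition against vehicle-only controls.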
# cln2 rad14 – NCI yeast anticancer drug screen, S. cerevisiae cln2 rad14 strain; 8.3% of 78,000 active; AID 165; % growth inhibition at 50 µM;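 also: 0% = growth of vehicle-only cultures of the same strain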
#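 cln2 rad14 yeast strain; compound exposure; growth inhibition read vs vehicle controls.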
# sgs1 mgt1 – NCI yeast anticancer drug screen, S. cerevisiae sgs1 mgt1 strain. 10% of 78,000 active. AID 161. growth inhibition, % at 50 µM;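 also: 0% = growth of vehicle-only cultures of the same strain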
#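 Yeast cells carrying a defined DNA-repair defect were exposed to test compounds. Growth inhibition was measured relative to vehicle-treated controls.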
# * hit, by the source's call; & = joins results of further samples. Rule as the data show it: active = growth inhibition above about 70%; inactive = the rest. Compounds as they come; 14% or so of the library scored in one or more.
# Below each compound: yeast mlh1 rad18	yeast bub3	rad50	mec2-1	cln2 rad14	sgs1 mgt1
- CCOC1(OCC)CCC2(CC1)c1ccccc1-c1ccccc12
 : 15	-7	10	16	1	3
- CC(=O)Nc1nc2c(s1)CCc1ccccc1-2
 : 15	10	49	14	6	13
- O=C(CCCCCC(=O)OCc1ccc(Br)cc1)OCC(=O)c1ccc(Br)cc1
 : -2	10	-15	5	-23	-20
- Cn1c(=O)c2ncn(CC(O)COc3ccccc3)c2n(C)c1=O (stereo not given)
 : 16	26	2	3	-3	12
- O=P(O)(O)CN1CCN(CP(=O)(O)O)CCN(CP(=O)(O)O)CCN(CP(=O)(O)O)CC1
 : -19	0	-40	-17	12	-9
- c1ccc(OCCOCCOc2ccccc2-c2ccccc2)cc1
 : 15	14	9	10	-13	8
- COC(=O)NS(=O)(=O)C1=Cc2cccc3cccc1c23
 : 8	6	9	5	10	9
- Cc1ccc(C(=O)NO)cc1
 : 18	14	29	-6	-5	8
- COC(=O)C1=C2C3(O)CC4CC5C3CCC(C)N5C24C2CCCC(OC)C2C1OC(=O)c1ccccc1 (stereo not given)
 : 24	1	-2	-27	9	18
- CN1P(=N)(N)N=P(c2ccccc2)(c2ccccc2)N=P1(c1ccccc1)c1ccccc1 (stereo not given)
 : 63	59	51	60	15	57
- NC(=S)c1cccnc1
 : 3	9	9	-8	-9	5
- Cc1cc(=O)n(C)c2c(C)cccc12
 : 10	-3	13	16	46	12
- CN(C)CC/C(=N\Nc1ccc(Cl)cc1Cl)c1ccccc1
 : 99*	100*	100*	100*	99*	100*
- Cc1ccc(O)c(C(=O)C[n+]2ccccc2)c1
 : -1	0	-13	-10	1	-1
- Cc1nnc(Cl)c(C#N)c1C
 : -16	10	-10	1	-44	-1
- CC(=O)NOCC1NC(=O)C(CONC(C)=O)NC1=O (stereo not given)
 : -55	-48	14	18	-3	-47
- Nc1ccc[nH]c1=O
 : -12	21	16	4	9	20
- O=C(O)c1c(Br)c(Br)c(Br)c(Br)c1C(=O)Nc1ccc(Br)cc1
 : 33	3	2	-1	-9	6
- Cc1c2c(c(C)c3c1OC(C)(C)CC3)OC(C)(C)CC2
 : 98*	11	35	77*	47	62
- N#CC(=C1CCN(Cc2ccccc2)CC1)c1ccccc1
 : 35	64	37	13	48	45
- O=c1c2c(no[n+]2[O-])c2ccccc2n1-c1ccccc1
 : 96*	97*	97*	66	86*	92*
- CN(C)Cc1ccc(O)c(CN(C)C)c1
 : 23	-3	18	-6	13	-6
- O=C1c2ccccc2S(=O)(=O)N1Cc1ccccc1Cl
 : -18	6	7	8	-10	2
- CC(NS(C)(=O)=O)c1ccccc1 (stereo not given)
 : 5	-4	4	-27	-8	-1
- O=C(OCc1ccccc1CN1CCCCC1)c1ccc(Cl)cc1
 : -24	14	14	-8	-32	26
- CCN(CC)C(=O)c1ccc(C)c(N=NN(C)C)c1
 : -9	-20	-6	-36	0	-21
- COC(OCCN1CCCCC1)(c1ccccc1)c1ccccc1
 : 9	40	44	-24	11	20
- O=S(=O)(Cl)c1cccc2cccnc12
 : 7	15	32	0	12	13
- CCN1C(=O)NC(C)(c2ccccc2)C1=O (stereo not given)
 : 2	10	-3	3	-11	-3
- Cc1cc(C)c(NC(=O)c2c(Br)c(Br)c(Br)c(Br)c2C(=O)O)c(C)c1
 : 18	-4	2	7	-30	4

# Compounds listed so far that have a cyano group, in the order listed:
# Below each compound: yeast mlh1 rad18	yeast bub3	rad50	mec2-1	cln2 rad14	sgs1 mgt1
- Cc1nnc(Cl)c(C#N)c1C
 : -16	10	-10	1	-44	-1
- N#CC(=C1CCN(Cc2ccccc2)CC1)c1ccccc1
 : 35	64	37	13	48	45

# (next part)
# Below each compound: yeast mlh1 rad18	yeast bub3	rad50	mec2-1	cln2 rad14	sgs1 mgt1
- O=CNc1ccc(/C=C\c2ccnc3ccccc23)cc1
 : 49	39	30	53	15	34
- CC(C(=O)O)C1Nc2ccccc2NC1=O (stereo not given)
 : 0	-19	13	29	-12	7
- O=C(CO)C(OC1OC(CO)C(O)C(O)C1O)C(O)C(O)CO (stereo not given)
 : 11	39	29	-6	2	30
- CCC(C)C(Nc1nncs1)Nc1nncs1 (stereo not given)
 : 8	4	-8	-7	-4	10
- Cc1ccc2ccc(O)cc2c1
 : 48	87*	58	2	82*	80*
- N=C(N)c1ccc(SCCCCCSc2ccc(C(=N)N)cc2)cc1
 : 72*	63	57	74*	45	76*
- N#Cc1cccc(OS(=O)(=O)c2ccc(Br)cc2)c1
 : -5	6	0	-10	-55	3
- CCOC(=O)c1cnc2ccc(C3CCCCC3)cc2c1Nc1ccc2c(c1)OCO2
 : 25	-7	11	-8	-13	5
- COc1cc(CC2C(=O)NC(=O)NC2=O)ccc1OCc1ccccc1
 : -47	-21	18	-8	-19	-5
- CCC(C)C(NC(=O)C1CSC(C)(C)N1C=O)C(=O)OC1CCCCC1 (stereo not given)
 : 10	-5	39	-13	-13	19
- O=C1CC=C2C3CC4N(CCC45c4ccccc4N1C25)C/C3=C\CBr (stereo not given)
 : -6	7	-8	-22	8	-8
- Cc1cccc(C)c1NC(=O)CCCC(=O)C(C#N)c1ccc(Cl)cc1 (stereo not given)
 : -10	10	-22	-18	7	5
- COc1cc2c(cc1OC)C(Cl)C(c1ccc(F)cc1)=C2Cl (stereo not given)
 : -3	45	18	10	10	-5
- CCC(CO)Nc1nc2c(Cl)cc(Cl)cc2c2ccccc12 (stereo not given)
 : 41	12	11	2	-12	18
- CC(=O)N(C(C)=O)N1C(=O)CSC1=S
 : -7	17	-11	-35	-3	-22
- CCCCOC(=O)c1cccc(C(=O)OCCCC)n1
 : -23	-12	-21	-19	-6	-14
- C=C(C)COC(=O)Nc1cccc(Cl)c1
 : 25	10	59	-4	13	5
- CC(=O)OCC1OC(COC(C)=O)(OCc2ccccc2)C(OC(C)=O)C1OC(C)=O (stereo not given)
 : 5	11	1	19	-25	-2
- Clc1ccccc1/C=C/c1ccccn1
 : 72*	68	41	31	16	75*
- CC(C)=CC[P+](CCCCCC[P+](CC=C(C)C)(c1ccccc1)c1ccccc1)(c1ccccc1)c1ccccc1
 : 89*	48	32	41	5	60
- COC(=O)Nc1nc2ccc(C(=O)c3ccc(F)cc3)cc2[nH]1
 : -44	-18	-9	-6	-26	-30
- Nc1nc(Cl)cc(Cl)n1
 : 3	3	7	3	5	0
- CCOC(=O)/C=C(\N)c1ccccc1
 : -7	-30	-8	-13	-44	-16
- CN(CC(=O)c1ccc(Br)cc1)Cc1ccccc1
 : -2	-2	17	-5	-34	6
- CC(CC(=O)O)C(=O)O (stereo not given)
 : -1	-5	-6	-20	-14	-26
- CC1(C)C(CBr)=[N+]([O-])C(C)(C)N1O
 : 22	-13	5	-1	14	-15
- Cc1c(Cl)cccc1NC(=O)Oc1ccc(Cl)cc1
 : -4	-10	2	-3	-7	-6
- CCOC(=O)C1CCCc2sc(N)c(C#N)c21 (stereo not given)
 : 1	3	1	-14	-28	4
- FC(F)(F)c1nc(Cl)c2cn[nH]c2n1
 : -24	26	-9	40	-17	-1
- CC1CC(=O)CCC2(C)C(OC(C)(C)C)CCC12 (stereo not given)
 : 21	33	15	-2	9	-6

# Single records (already shown):
# Cc1ccc2ccc(O)cc2c1 in the list: yeast mlh1 rad18: 48; yeast bub3: 87*; rad50: 58; mec2-1: 2; cln2 rad14: 82*; sgs1 mgt1: 80*
# CC(C(=O)O)C1Nc2ccccc2NC1=O (stereo not given) in the list: yeast mlh1 rad18: 0; yeast bub3: -19; rad50: 13; mec2-1: 29; cln2 rad14: -12; sgs1 mgt1: 7

# Next part
# Below each compound: yeast mlh1 rad18	yeast bub3	rad50	mec2-1	cln2 rad14	sgs1 mgt1
- CN(C)c1ccc(C(=Cc2ccccc2)c2ccc(N(C)C)cc2)cc1
 : 6	1	-1	18	-64	-3
- COc1cccc(C2c3cc4c(cc3OC(N3CCOCC3)C2C)OCO4)c1 (stereo not given)
 : -3	0	-12	-9	8	3
- CCOC(=O)[C@]12C3C=CC(C3)C1C(=O)C1OC12 (stereo not given in full)
 : -45	-27	-29	-27	0	-19
- CC12CCC(CC1)C(C)(C)N=C(N)S2
 : -20	-11	-3	-11	-18	-3
- O=C(O)/C=C\Sc1ccccc1C(=O)O
 : 23	-10	2	-16	-2	-6
- O=C1OC(=Nc2ccccc2Cl)c2ccccc21
 : 18	14	-22	-22	-9	-5
- O=c1cc(-c2ccccc2)c2cc3c(cc2[nH]1)oc1ccccc13
 : 23	26	26	15	19	29
- CCCOC(=O)c1cc(O)ccc1O
 : -2	-3	1	0	-18	15
- CC(=O)N(C(C)=O)c1cc2c3ccccc3ccc2c2ccccc12
 : 29	33	22	-6	15	31
- O=C(/C=C\c1ccc(Cl)c(Cl)c1)c1cccs1
 : 86*	90*	59	64	52	92*
- COc1cc(C(=O)CCCC(=O)O)cc(OC)c1OC
 : 5	16	-9	3	6	20
- COc1ccccc1NC(=O)NCCN1CCCC1
 : 5	9	-2	8	-9	31
- O=Cc1c(-c2ccccc2)[nH]c(-c2ccccc2)c1-c1ccccc1
 : 7	-18	-12	-6	-9	-23
- O=[N+]([O-])c1ccc2c(c1)C(=Nc1ccccc1)c1cc([N+](=O)[O-])cc([N+](=O)[O-])c1-2
 : 13	4	8	6	21	19
- O=C(CC(O)(C(F)(F)F)C(F)(F)F)c1cccc(S(=O)(=O)N2CCOCC2)c1
 : 23	1	7	6	8	8
- CC(=O)OCCC1=CCC2CC1C2(C)C (stereo not given)
 : -11	-16	-23	7	23	-13
- COc1cccc2c1C(=O)c1c(O)c3c(c(O)c1C2=O)CC(O)(C(=O)CO)CC3OC1CC(N)C(O)C(C)O1.[Cl][Pt+2][Cl].[NH2-].[NH2-] (stereo not given)
 : 89*	34	74*	50	43	78*
- CC(=N\N)/C(C)=N/N=C(C)/C(C)=N/N
 : -8	9	32	11	2	4
- c1ccc2c(c1)CC/C2=N\OCC1CO1 (stereo not given)
 : 8	-7	6	9	6	10
- O=C(OCCCCO)c1cc([N+](=O)[O-])cc([N+](=O)[O-])c1
 : -28	12	-13	14	1	0
- O=C(CC1C=Cc2ccccc2N1C(=O)c1ccccc1)c1ccccc1 (stereo not given)
 : 88*	86*	83*	76*	73*	38
- O=C1OC(c2ccccc2)=N/C1=C/C=C/c1ccco1
 : -40	-2	-11	-5	-10	-6
- CCOC(=O)c1cnccc1C
 : 3	1	7	0	32	-7
- COC1=C(C(c2cc(OC)c(OC)c(OC)c2)c2cc3c(cc2OC)OCO3)C(=O)OC1 (stereo not given)
 : 13	1	-19	-6	6	-3
- O=C(O)C1(O)C[C@@H](O)C(O)[C@H](O)C1 (stereo not given in full)
 : -3&4	-2&-5	-19&5	-14&0	24&21	-30&-4
- Cc1ccc(/C(O)=C/c2nc3ccccc3nc2NC23CC4CC(CC(C4)C2)C3)cc1
 : 14	-9	32	-33	-31	18
- CCCc1cc2c3c(c(=O)oc2cc1O)CCCC3
 : 96*	93*	95*	76*	89*	93*
- COc1cccc2sc(N)nc12
 : -15	-11	-1	1	-7	-18
- C[C@]12CCC(=O)C=C1CC[C@@H]1[C@@H]2[C@@H](O)C[C@@]2(C)[C@H]1CC[C@]2(O)C(=O)COC(=O)C1CCCC1
 : 72*	83*	77*	20	36	88*
- CNc1ccc(Cl)cc1C
 : -12	1	13	-4	-55	-11
- CCC(=O)Nc1c(C)cccc1C
 : -1	0	20	-1	6	3
- O=C(O)c1cccc([N+](=O)[O-])c1
 : -27	-23	-28	-8	-27	-22
- COc1cc(C(=O)C/C(CCC(=O)Nc2ccc(Cl)cc2Cl)=N/Nc2nnc(C)n2N)ccc1O
 : -5	7	-20	-4	13	-26
- CSC(=N\N=C\c1ccc2c(c1)OCO2)/N=C/N(C)C
 : 22	30	4	-10	8	16
- CC(=O)Nc1ccc(S(=O)(=O)c2nnc(NC(C)=O)s2)cc1
 : -49	-30	-18	-19	-12	-49
- CC(O)CCC(O)CCCO (stereo not given)
 : -12	5	8	-11	-17	8
- CCCCOC(=O)c1ccc(OC(=O)Nc2cccc(Cl)c2)cc1
 : 30	71*	13	2	12	6
- CC1([N+](=O)[O-])C(=O)C2(N3CCOCC3)CCCC2C1c1ccccc1 (stereo not given)
 : 8	-5	-2	0	-8	5
- Cc1cc(=O)oc2c(C)c3oc(CBr)c(Br)c3cc12
 : 52	42	46	47	51	59
- COc1cc(OC)c(/C=C2\N=C(c3ccccc3)OC2=O)c(OC)c1
 : 21	47	41	33	17	53
- Cc1cc(N(CCC#N)S(=O)(=O)c2ccccc2)ccc1C=Nc1cccc(C(=O)O)c1
 : 7	5	-2	0	12	-1
- FC(F)(F)c1cccc(C=NC23CC4CC(CC(C4)C2)C3)c1
 : 9	-30	-16	-15	10	-2
- COC(=O)/C=C(\C(=O)c1ccccc1)c1ccccc1
 : 12	0	6	4	9	-4
- CC(=O)Nc1ccn(C2OC(COC(C)=O)C(OC(C)=O)C(OC(C)=O)C2OC(C)=O)c(=O)n1 (stereo not given)
 : 6	-4	0	-14	-12	2

# Screens: PubChem, NCI
